Bioassay records as filed in PubChem.
DDE Tn7 FP inh: inhibitors of Tn7 peptide binding to fibrin DD(E), primary screen, biochemical, fluorescence polarization, human fibrin, Tn7 probe | Fibrinogen beta chain (Homo sapiens), P02675 | FP displacement of FITC-Tn7 peptide from fibrin DD(E); 0% = median of compound wells per plate | inhibition, % at 8.3 µM | actives 0.13% (n = 370,000);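 active = inhibition above the mean of compounds falling within the control limits plus 3 SD of them, cut at about 14% in these data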;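 note: 0% = plate median of compound wells and 100% = 10 µM Aha-Tn7 peptide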
Target sequence (P02675 whole entry, looked up): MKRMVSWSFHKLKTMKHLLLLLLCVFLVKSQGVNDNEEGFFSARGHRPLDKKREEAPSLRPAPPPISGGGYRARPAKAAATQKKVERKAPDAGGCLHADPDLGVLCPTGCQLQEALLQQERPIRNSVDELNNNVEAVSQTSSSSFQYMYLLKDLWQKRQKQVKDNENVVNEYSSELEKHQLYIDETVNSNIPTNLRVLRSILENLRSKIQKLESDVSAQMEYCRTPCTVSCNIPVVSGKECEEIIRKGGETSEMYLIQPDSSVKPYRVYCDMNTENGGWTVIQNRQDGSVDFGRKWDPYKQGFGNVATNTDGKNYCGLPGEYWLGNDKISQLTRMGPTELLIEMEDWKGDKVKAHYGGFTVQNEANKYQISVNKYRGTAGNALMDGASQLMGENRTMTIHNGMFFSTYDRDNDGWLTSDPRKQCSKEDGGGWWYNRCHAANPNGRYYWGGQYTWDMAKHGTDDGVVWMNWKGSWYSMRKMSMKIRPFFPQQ
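System: human fibrin DD(E); quantity: Fibrin-DD(E) at 2 µM final; also added: fluorescent Tn7 probe at 0.1 µM; compound dosing: single nominal test concentration of 8.3 µM per compound; schedule: 10 min preincubation, 3 h with tracer, room temperature; detection: fluorescence polarization of the labelled Tn7 tracer; repeats: one replicate per compound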
ASAP1 inh: inhibitors of human ASAP1 ArfGAP activity, primary screen, biochemical, fluorescence polarization. actives 0.19% (n = 360,000). inhibition, % at 16.5 µM. Arf-GAP with SH3 domain, ANK repeat and PH domain-containing protein 1 (Homo sapiens), …. ASAP1-stimulated ARF1 GTP hydrolysis, GDP FP detection; in the data active = inhibition above about 25%;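 note: 0% = vehicle with enzyme and substrate and 100% = no enzyme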
ARFGAP1 inh: inhibitors of rat ARFGAP1 GAP activity, primary screen, biochemical, fluorescence polarization, GDP tracer; Arfgap1-stimulated ARF1 GTP hydrolysis, GDP FP detection; AID 651572, 2012; inhibition, % at 16.5 µM; actives 0.26% (n = 360,000); ADP-ribosylation factor GTPase-activating protein 1 (Rattus norvegicus), Q62848;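 active = inhibition above a per-plate limit, mean inhibition of low control wells plus 3 SD, cut at about 25% in these data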;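 note: 0% = DMSO wells with enzyme and 100% = wells lacking Arfgap1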
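System: truncated rat Arfgap1 GAP domain / Medium: HEPES-based buffer, pH 7.5 / Also added: N-terminally truncated human ARF1-GTP substrate / Incubation: enzyme reaction 120 min at 25 °C after 20 min preincubation / Measured by: FP of antibody-bound GDP Alexa 633 tracer, ex 620/em 688 nm / Replicates: singlicate, each compound tested once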
PLC-beta3 inh: human PLC-beta3 inhibitors, primary screen, biochemical, fluorescence; 1-phosphatidylinositol 4,5-bisphosphate phosphodiesterase beta-3 (Homo sapiens), Q01970; inhibition, % at 12.2 µM; actives 0.18% (n = 370,000); AID 720704, 2013; Purified PLC-beta3, fluorogenic substrate; in the data active = inhibition above about 11%;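 note: 0% = median of compound wells on plate and 100% = full blocker control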
TDP2 inh: human TDP2 enzyme inhibitors, primary screen, biochemical, epi absorbance, recombinant enzyme | inhibition, % at 12.8 µM | T5PNP hydrolysis, p-nitrophenol absorbance 415 nm | actives 0.34% (n = 370,000) | Tyrosyl-DNA phosphodiesterase 2 (Homo sapiens), O95551;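 active = inhibition above the mean of all tested compounds plus 3 SD, set per campaign, cut at about 25% in these data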;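 note: 0% = DMSO with enzyme and 100% = buffer with substrate but no TDP2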
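Material: recombinant human TDP2; quantity: TDP2 enzyme at 120 nM final; medium: Tris-HCl pH 7.5 with MgCl2; compound: single concentration, 12.8 µM nominal, with 1% DMSO; incubation: 2 h enzyme incubation at 37 °C; signal: epi absorbance; measure: percent inhibition; benchmarks: high control without enzyme, low control DMSO plus TDP2; repeats: singlicate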
DDE Tn6 FP inh: inhibitors of Tn6 peptide binding to fibrin DD(E), primary screen, biochemical, fluorescence polarization, human fibrin, Tn6 probe; Fibrinogen beta chain (Homo sapiens), P02675; Fibrin DD(E) TRITC-Tn6 fluorescence polarization displacement; inhibition, % at 8.3 µM; actives 0.21% (n = 370,000); AID 720509, 2013;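 active = inhibition above a per-campaign cutoff: mean of compounds within control limits plus 3 SD, cut at about 15% in these data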;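 note: 0% = median of all compound wells on the plate and 100% = blocking peptide control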
ADAM10 inh: human ADAM10 inhibitors, primary screen, biochemical, QFRET, HTS. Disintegrin and metalloproteinase domain-containing protein 10 (Homo sapiens), O14672. recombinant ADAM10, EDANS/DABCYL FRET peptide cleavage, 3 h. inhibition, % at 7 µM. actives 0.62% (n = 370,000). AID 720582, 2013;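 active = inhibition above a per-campaign cutoff equal to the mean of compounds falling between control-based bounds plus 3 SD, cut at about 20% in these data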;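 note: 0% = DMSO wells while the 100% control is not disclosed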
Target sequence (O14672 214-748 limits assumed): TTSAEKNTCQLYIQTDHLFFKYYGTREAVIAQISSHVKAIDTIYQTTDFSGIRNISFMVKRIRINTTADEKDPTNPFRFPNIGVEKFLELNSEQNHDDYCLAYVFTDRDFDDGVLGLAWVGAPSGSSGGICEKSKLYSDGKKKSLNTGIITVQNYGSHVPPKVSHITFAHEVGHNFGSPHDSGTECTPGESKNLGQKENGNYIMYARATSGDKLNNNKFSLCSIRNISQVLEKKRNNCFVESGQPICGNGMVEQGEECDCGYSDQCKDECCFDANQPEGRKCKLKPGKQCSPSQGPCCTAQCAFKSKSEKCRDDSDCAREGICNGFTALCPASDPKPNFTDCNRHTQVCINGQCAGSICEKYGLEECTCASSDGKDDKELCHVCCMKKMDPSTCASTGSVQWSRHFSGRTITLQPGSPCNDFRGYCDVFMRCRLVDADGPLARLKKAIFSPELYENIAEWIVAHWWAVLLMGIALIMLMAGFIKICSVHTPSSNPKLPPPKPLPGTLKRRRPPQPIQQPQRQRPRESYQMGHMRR
SIAE primary: human SIAE inhibitors, primary screen, biochemical, fluorescence polarization, FP-Rh probe, 1536-well HTS. Sialate O-acetylesterase (Homo sapiens), Q9HAT2. SIAE FP-Rh probe binding. inhibition, % at 9.66 µM. actives 0.69% (n = 370,000);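 active = inhibition above a cutoff: mean of compounds within the control limits plus 3 SD of those, cut at about 17% in these data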;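 note: 0% = plate median of compound wells and 100% = probe without SIAE protein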
ADAM17 inh: ADAM17 inhibitors, primary screen, biochemical, QFRET | Disintegrin and metalloproteinase domain-containing protein 17 (Homo sapiens), P78536 | recombinant ADAM17, EDANS/DABCYL FRET peptide cleavage | inhibition, % at 6.95 µM | actives 0.83% (n = 370,000) | AID 720648, 2013;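 active = inhibition above the mean of compounds lying between control limits plus 3 SD, set per campaign, cut at about 8.5% in these data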;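 note: 0% = DMSO-only wells as the low control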
PLC-gamma1 inh: PLC-gamma1 enzyme inhibitors, primary screen, biochemical, fluorescence, purified enzyme. AID 720700, 2013. fluorogenic substrate. inhibition, % at 12.2 µM. actives 0.84% (n = 370,000); in the data active = inhibition above about 9.5%
Active calls of the source: *; i = inactive; x = not tested or not shown.

SMILES	DDE Tn7 FP inh	ASAP1 inh	ARFGAP1 inh	PLC-beta3 inh	TDP2 inh	DDE Tn6 FP inh	ADAM10 inh	SIAE primary	ADAM17 inh	PLC-gamma1 inh
CCCN(CCC)S(=O)(=O)c1ccc(C(=O)Nc2nc(-c3ccccc3)c(C(=O)OCC)s2)cc1	7.0	-1.6	-0.9	-0.4	2.7	-1.4	-1.5	0.0	-1.4	0.8
Cc1[nH]c(=O)[nH]c(=O)c1S(=O)(=O)N1c2ccc(F)cc2CCC1C (configuration not stated)	1.7	11.6	-5.5	-0.2	16.8	-4.5	-1.6	9.7	-0.3	-2.0
CC1(C)CC(=O)C(CC(=O)NC(=O)NCc2ccccc2)=C(O)C1	1.4	2.7	-0.3	4.2	3.6	3.2	3.7	6.1	-3.6	0.9
CC1CCCC(C)N1C(=O)c1ccccc1 (configuration not stated)	4.8	4.5	12.9	3.5	0.9	1.1	-5.5	0.9	-4.2	1.2
CCOC(CNC(=O)CCc1c(C)nc2nc(C)nn2c1C)OCC	-4.5	4.6	-6.8	0.4	4.7	-2.6	-1.3	6.5	-0.5	1.1
O=C(c1cc(Br)cc(Br)c1)N1CCC(Oc2cccnc2)CC1	0.3	x	x	0.3	-3.9	-3.6	-5.0	-2.4	-2.8	-1.2
O=C(CCCN1CCC(c2ccccc2)C1)c1ccc2c(c1)OCCO2 (configuration not stated)	5.3	11.8	11.0	-1.8	-1.2	0.4	0.2	3.5	0.0	2.4
Cc1ccc(Cn2cc(CN3CC(N4CCN(C5CCN(C)CC5)CC4)CS3(=O)=O)nn2)cc1 (configuration not stated)	-4.1	4.0	1.4	1.9	2.0	-0.3	-10.1	5.5	0.6	1.2
O=C(Cc1cccs1)N/N=C\c1ccccc1	-6.6	x	x	2.3	-1.5	1.1	2.8	5.6	1.8	0.0
CC(C)(C)C1=CC(CC(N)=O)(C(C)(C)C)OC1=O (configuration not stated)	-5.5	5.9	-0.4	1.4	5.4	-5.6	-1.1	0.8	-1.3	0.4
COc1ccc2nc(SCC(=O)NCc3ccc4c(c3)OCO4)[nH]c2c1	5.6	-8.6	4.8	2.3	10.7	1.2	0.8	8.2	-0.3	-2.0
CC(=O)NCCC(=O)Nc1ccc(F)cc1C	0.0	-3.5	0.7	0.2	-7.4	-3.0	-5.5	-1.0	0.1	3.9
COc1ccc(/C(N)=N/OC(=O)CCC2CCCC2)cc1	9.5	-9.7	1.3	-7.2	0.3	12.6	-1.2	-6.0	-2.8	-1.8
Cc1ccc(S(=O)(=O)Nc2cc(C)cn(Cc3ccc(F)cc3)c2=O)cc1	3.7	-4.4	-0.8	-8.4	-3.0	-1.1	3.9	2.4	-3.2	-1.6
COC(=O)[C@H](C(C)C)N(CCc1cn(Cc2ccccc2)nn1)S(=O)(=O)c1ccccc1Br	10.8	x	x	2.8	-6.5	-5.0	8.0	-4.8	5.7	0.0
Cc1ccc2c(c1)NC(=O)C(CC(=O)NCCCN1CCCCC1C)O2 (configuration not stated)	-4.2	-1.6	2.0	-0.7	0.7	-1.2	-5.0	1.9	-1.1	-1.4
CCC(=O)Nc1ccc(N2CCOCC2)c(S(=O)(=O)Nc2ccc(OC)cc2)c1	-0.1	5.3	-4.3	-1.4	-4.5	-5.9	1.9	2.7	-1.5	-1.4
O=C(CCC1(C(=O)O)CCC(=O)NC1)NCc1ccccc1 (configuration not stated)	-10.0	6.9	10.2	-3.1	-7.3	4.4	-8.8	-1.6	2.6	-1.3
Cc1c(C2C(C#N)=C(N)N(c3ccccc3C#N)C3=C2C(=O)CCC3)cnn1C (configuration not stated)	3.5	-17.8	-12.1	-9.4	-1.8	-1.8	-7.2	0.6	-3.9	-10.1
CC(C)c1ccc(S(=O)(=O)N2CCN(C(=O)c3ccncc3)CC2)cc1	-5.9	5.3	4.5	3.2	-0.8	1.7	3.6	-7.4	-1.5	2.2
Cc1ccc(S(=O)(=O)N(C)C[C@H]2Oc3cc(C#CC4CCCC4)ccc3S(=O)(=O)N([C@H](C)CO)C[C@H]2C)cc1	-1.4	2.8	3.8	-0.7	-2.5	7.1	9.5	-9.9	3.0	0.1
COc1ccc(C)cc1S(=O)(=O)N1CCCC(C(=O)NCC2CCCO2)C1 (configuration not stated)	-4.1	-1.7	6.8	1.2	-1.1	4.0	-0.8	12.2	-1.3	1.3
COCc1cc(C)nc2sc(C(=O)N3CCN(c4ccccc4)CC3)c(N)c12	-0.9	-3.0	-8.6	-255.9	-5.5	3.2	-17.2	6.1	-2.2	-192.2
c1csc(C(c2nnnn2C2CCCCC2)N2CCN(c3nc4ccccc4s3)CC2)c1 (configuration not stated)	4.5	-2.4	-4.3	5.6	1.4	-0.2	1.3	7.7	0.1	10.9*
C[C@]12C(=O)N(c3ccc(C(F)(F)F)cc3)C(=O)N1[C@@H]1c3ccccc3OC[C@@H]1[C@H]2c1ccccc1	7.8	3.1	7.7	1.4	0.6	-2.9	18.5	-3.1	2.9	2.0

3 entries out of the list above, arranged by the value under PLC-gamma1 inh, high to low.
compound	DDE Tn7 FP inh	ASAP1 inh	ARFGAP1 inh	PLC-beta3 inh	TDP2 inh	DDE Tn6 FP inh	ADAM10 inh	SIAE primary	ADAM17 inh	PLC-gamma1 inh
c1csc(C(c2nnnn2C2CCCCC2)N2CCN(c3nc4ccccc4s3)CC2)c1 (configuration not stated)	4.5	-2.4	-4.3	5.6	1.4	-0.2	1.3	7.7	0.1	10.9*
CC(=O)NCCC(=O)Nc1ccc(F)cc1C	0.0	-3.5	0.7	0.2	-7.4	-3.0	-5.5	-1.0	0.1	3.9
C[C@]12C(=O)N(c3ccc(C(F)(F)F)cc3)C(=O)N1[C@@H]1c3ccccc3OC[C@@H]1[C@H]2c1ccccc1	7.8	3.1	7.7	1.4	0.6	-2.9	18.5	-3.1	2.9	2.0

Next part:
SMILES	DDE Tn7 FP inh	ASAP1 inh	ARFGAP1 inh	PLC-beta3 inh	TDP2 inh	DDE Tn6 FP inh	ADAM10 inh	SIAE primary	ADAM17 inh	PLC-gamma1 inh
C=C(C)c1cccc(C(C)(C)NC(=O)N2CCC(C)CC2)c1	-1.4	13.8	8.3	-0.4	-5.4	7.9	7.2	3.1	2.6	5.7
COc1cccc(-c2cnc(C(O)c3c(C)cccc3C)[nH]2)c1 (configuration not stated)	0.8	4.8	-0.9	0.5	4.4	-2.3	2.1	4.3	0.0	0.1
CC(C)CN(Cc1c(O)ccc2c3c(c(=O)oc12)CCC3)CC(C)C	-1.2	5.3	3.6	i	9.7	2.3	i	-1.7	i	-475.2
CC(=O)Nc1cccc(-c2cc(NC(C)=O)c3ncc(-c4ccc(C(C)=O)cc4)n3c2)c1	-3.4	1.9	4.9	i	-3.9	-0.8	-110.9	-10.5	-19.8	-484.5
CCOC(=O)Cc1csc(N/N=C\c2cccc(Br)c2)n1	-1.2	-5.2	6.6	-77.3	-3.6	-0.8	-7.0	-4.9	0.5	-71.5
Cc1cc(/C=C2\C(=N)N3N=C(S(C)(=O)=O)SC3=NC2=O)c(C)n1Cc1ccccc1	1.4	1.1	7.9	-28.2	-1.1	-4.5	0.3	-9.2	-1.0	-24.0
Cc1ccc(C(=O)NCC(=O)N/N=C/c2cccs2)cc1C	1.5	-3.5	4.2	-3.7	-3.3	3.2	-3.4	-0.3	-5.5	5.2
COc1cccc(C(C[N+](=O)[O-])c2c(C)[nH]n(-c3ccccc3)c2=O)c1 (configuration not stated)	-2.4	3.2	12.0	-4.3	27.7*	-8.3	-2.0	5.1	0.1	2.9
CSc1nsc(NC(=O)Cc2ccccc2)n1	2.2	-7.0	-0.3	3.6	-3.1	-1.4	5.2	-1.9	0.5	1.9
COc1ccc(CCNc2nc(-c3ccco3)cc(C(F)(F)F)n2)cc1OC	2.2	16.0	9.4	-5.2	0.7	0.2	1.2	-8.1	4.2	-4.5
CCOc1ccc(N2C(=O)C(CC(=O)Nc3ccc(F)cc3)N(Cc3ccccn3)C2=S)cc1 (configuration not stated)	10.4	6.0	-5.7	-7.0	9.5	2.7	12.2	0.0	3.8	1.1
O=C(Nc1nnc(SCC(=O)N2CCCc3ccccc32)s1)c1ccccc1	-4.6	2.6	-1.8	-3.3	-8.0	0.5	4.1	3.5	-6.7	1.4
O=C(CSc1ncccn1)N1CCN(S(=O)(=O)c2ccccc2)CC1	-4.9	8.2	-2.4	-8.5	-9.8	1.1	8.1	1.2	-2.4	3.4
Cc1occc1C(=O)NNC(=O)Nc1ccc(F)cc1F	-1.1	-7.5	0.7	4.0	3.7	1.8	-2.7	-1.6	-4.0	-1.1
COc1ccc(NC(=O)CCNC(=O)C2CCN(S(=O)(=O)c3ccc(F)cc3)CC2)cc1OC	5.2	-3.0	1.0	-5.7	-12.4	-1.8	5.2	-9.6	-2.4	0.9
CCn1c(=O)c2cc(C(=O)NCCN3CCOCC3)sc2c2ccccc21	6.6	-8.3	-6.2	-115.8	8.8	-4.3	i	-7.2	-231.6	-102.5
Cc1ccc(C)c(S(=O)(=O)N2CCCC2CNC(=O)C(=O)NCc2ccccc2C)c1 (configuration not stated)	-7.2	-1.6	-4.4	-3.8	-1.1	3.9	-7.5	-3.5	0.8	4.4
CN(c1cccc(NC(=O)c2ccccc2N(C)S(C)(=O)=O)c1)S(C)(=O)=O	-4.2	3.5	-1.3	1.7	-4.5	-7.5	1.4	-5.4	2.0	4.8
O=C(N/N=C/c1cccc(OC(=O)c2ccco2)c1)c1ccc(F)cc1	-0.8	1.3	5.8	0.5	-3.0	-1.9	0.7	-0.5	-0.9	-1.1
O=C(CNC(=O)c1ccc(Br)o1)NCCc1ccc(F)cc1	-3.0	7.4	-3.5	-6.6	2.2	-3.3	-9.8	5.5	7.3	-11.0
Cc1ccc(Cn2c(=N)n(CC(O)c3ccco3)c3ccccc32)cc1 (configuration not stated)	-1.3	9.7	-0.2	-9.4	-4.0	-1.0	-26.3	-4.1	-6.7	-7.9

No enrichment for hits; any-hit rate near 3.6%.
